NSD2 block – inhibitors of human NSD2 methyltransferase. inhibition, % at 12.5 µM. NSD2-SET H3K36me1 DELFIA fluorescence, biochemical. AID 624260. hit rate 0.07% among 44,000; in the data active = inhibition above about 54%, passing the limit was not always enough;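 note: inhibitors reduce the monomethyl H3K36 fluorescence signal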
Target sequence (O96028 whole entry, looked up): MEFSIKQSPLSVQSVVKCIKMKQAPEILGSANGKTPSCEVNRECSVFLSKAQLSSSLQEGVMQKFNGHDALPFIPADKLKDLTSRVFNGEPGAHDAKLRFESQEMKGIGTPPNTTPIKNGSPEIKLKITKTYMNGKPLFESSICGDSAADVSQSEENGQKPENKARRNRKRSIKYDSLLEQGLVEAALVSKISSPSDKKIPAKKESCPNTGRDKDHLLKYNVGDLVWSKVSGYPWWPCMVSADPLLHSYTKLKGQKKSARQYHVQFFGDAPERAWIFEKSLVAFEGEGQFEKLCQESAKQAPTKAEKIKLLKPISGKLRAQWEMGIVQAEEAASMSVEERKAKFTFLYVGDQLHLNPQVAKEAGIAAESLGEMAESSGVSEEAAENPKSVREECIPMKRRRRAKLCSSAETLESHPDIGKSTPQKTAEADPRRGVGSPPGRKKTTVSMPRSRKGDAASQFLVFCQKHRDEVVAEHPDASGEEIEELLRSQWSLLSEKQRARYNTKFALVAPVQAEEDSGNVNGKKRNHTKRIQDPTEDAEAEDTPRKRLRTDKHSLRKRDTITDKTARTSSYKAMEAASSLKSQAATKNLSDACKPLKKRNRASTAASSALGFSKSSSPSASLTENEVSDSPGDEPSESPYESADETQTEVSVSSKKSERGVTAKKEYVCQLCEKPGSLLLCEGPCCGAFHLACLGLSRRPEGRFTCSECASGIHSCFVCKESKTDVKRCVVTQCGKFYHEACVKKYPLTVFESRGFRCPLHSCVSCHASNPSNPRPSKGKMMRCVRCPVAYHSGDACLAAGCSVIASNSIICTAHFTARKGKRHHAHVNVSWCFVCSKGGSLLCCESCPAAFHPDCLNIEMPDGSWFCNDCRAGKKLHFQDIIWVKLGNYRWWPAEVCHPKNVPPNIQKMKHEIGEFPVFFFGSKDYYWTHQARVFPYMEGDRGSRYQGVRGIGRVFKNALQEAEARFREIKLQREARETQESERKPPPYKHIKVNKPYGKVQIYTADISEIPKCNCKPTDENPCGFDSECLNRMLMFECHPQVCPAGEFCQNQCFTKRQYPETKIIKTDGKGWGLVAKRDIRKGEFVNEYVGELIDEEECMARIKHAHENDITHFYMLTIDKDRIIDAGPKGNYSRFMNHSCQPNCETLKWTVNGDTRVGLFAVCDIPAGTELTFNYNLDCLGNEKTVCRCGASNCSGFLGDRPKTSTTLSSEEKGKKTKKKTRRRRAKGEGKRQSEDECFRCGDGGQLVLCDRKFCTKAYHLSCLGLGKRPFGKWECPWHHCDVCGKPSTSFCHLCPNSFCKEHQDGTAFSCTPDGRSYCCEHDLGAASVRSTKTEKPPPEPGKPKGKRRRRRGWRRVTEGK
Active calls of the source: *. These rows are one share of the data; rates above refer to the full screens.

CC(=O)N(C)C[C@H]1Oc2cc(-c3cncnc3)ccc2S(=O)(=O)N([C@@H](C)CO)C[C@@H]1C
  NSD2 block = 2.8

C[C@@H]1CCCCO[C@H](CN(C)S(=O)(=O)c2ccc(F)cc2)[C@H](C)CN([C@@H](C)CO)C(=O)c2cc(NC(=O)Nc3ccccc3)ccc2O1
  NSD2 block = 1.4

COc1ccc(NC(=O)N(C)C[C@@H]2Oc3ncc(C4=CCCC4)cc3C(=O)N([C@H](C)CO)C[C@H]2C)cc1
  NSD2 block = 1.6

C[C@@H]1CN([C@@H](C)CO)C(=O)c2cc(NC(=O)C3CC3)ccc2O[C@@H]1CN(C)Cc1ccc(Oc2ccccc2)cc1
  NSD2 block = -1.5

C[C@@H]1CN([C@@H](C)CO)C(=O)c2cc(NC(=O)Cc3ccccc3)ccc2O[C@@H]1CN(C)C(=O)NC1CCCCC1
  NSD2 block = 1.6

COc1ccc(S(=O)(=O)Nc2ccc3c(c2)C(=O)N([C@@H](C)CO)C[C@H](C)[C@@H](CN(C)Cc2ccccc2)OCCCC[C@@H](C)O3)cc1
  NSD2 block = 22.7

C[C@H]1CN([C@@H](C)CO)C(=O)c2cc(-c3ccccc3)cnc2O[C@H]1CN(C)C(=O)Nc1ccccc1
  NSD2 block = -6.4

COc1ccc(CN(C)C[C@H]2Oc3ccc(NC(=O)CCN4CCOCC4)cc3C(=O)N([C@H](C)CO)C[C@@H]2C)cc1
  NSD2 block = 1.4

CN1C(C(=O)Nc2ccccn2)C(=O)c2ccccc2S1(=O)=O (stereo not given)
  NSD2 block = 1.2

CC(C)CC#Cc1cnc2c(c1)C(=O)N([C@@H](C)CO)C[C@@H](C)[C@@H](CN(C)Cc1ccccn1)O2
  NSD2 block = -0.5

C[C@@H]1CN([C@H](C)CO)C(=O)c2cc(-c3cccc(C#N)c3)cnc2O[C@H]1CN(C)Cc1ccc(F)cc1
  NSD2 block = 2.8

COc1cc(OC)c(C(=O)CCCN2CCCC2)c(OC)c1
  NSD2 block = -0.1

C[C@@H]1CN([C@H](C)CO)C(=O)c2cc(-c3ccccc3)cnc2O[C@H]1CN(C)C(=O)Nc1ccccc1F
  NSD2 block = -2.6

CCCNC(=O)N(C)C[C@@H]1Oc2ncc(-c3ccncc3)cc2C(=O)N([C@@H](C)CO)C[C@H]1C
  NSD2 block = 23.8

CC(C)C[C@H]1C(=O)N2CCC[C@H]2[C@]2(O)O[C@](NC(=O)[C@@H]3C=C4c5cccc6[nH]c(Br)c(c56)CC4N(C)C3)(C(C)C)C(=O)N12 (stereo not given in full)
  NSD2 block = -0.8

CNC[C@H]1Oc2c(NC(=O)Nc3ccc(F)cc3)cccc2C(=O)N([C@H](C)CO)C[C@@H]1C
  NSD2 block = 1.2

C[C@@H]1CN([C@@H](C)CO)C(=O)Cc2cc(NC(=O)Cc3ccccc3)ccc2O[C@H]1CN(C)S(=O)(=O)c1cn(C)cn1
  NSD2 block = 31.3

C[C@@H]1CN([C@@H](C)CO)C(=O)c2cccc(NC(=O)C3CCOCC3)c2O[C@@H]1CN(C)S(C)(=O)=O
  NSD2 block = -3.4

O=C(C[C@H]1C=C[C@@H](NC(=O)Nc2cc(F)ccc2F)[C@@H](CO)O1)NCCCN1CCOCC1
  NSD2 block = 7.4

CC(=O)N(C)C[C@@H]1Oc2ncc(C3=CCCC3)cc2C(=O)N([C@H](C)CO)C[C@@H]1C
  NSD2 block = -7.3

C[C@H](CO)N1C[C@H](C)[C@@H](CN(C)Cc2ccc(C(=O)O)cc2)Oc2c(NC(=O)c3ccc(-c4nccs4)cc3)cccc2C1=O
  NSD2 block = -0.4

O=C(CCCCCCC(=O)Nc1ccccc1O)N/N=C/c1ccc(-c2ccccc2)cc1
  NSD2 block = -3.1

O=C(C[C@@H]1C=C[C@H](NC(=O)Nc2cccc(F)c2)[C@H](CO)O1)NCC1CCCCC1
  NSD2 block = -1.6

COc1ccc(CN(C)C[C@H]2OCc3cnnn3CCCC(=O)N([C@H](C)CO)C[C@@H]2C)cc1
  NSD2 block = 6.0

Cc1ccc(S(=O)(=O)N(C)C[C@@H]2Oc3ccc(NS(=O)(=O)c4cn(C)cn4)cc3CC(=O)N([C@H](C)CO)C[C@@H]2C)cc1
  NSD2 block = 8.8

C[C@H]1CN([C@@H](C)CO)C(=O)c2cc(-c3ccc(F)cc3)cnc2O[C@H]1CN(C)C(=O)c1cccnc1
  NSD2 block = -0.6

Cc1ccc(S(=O)(=O)N(C)C[C@H]2Oc3ccc(NC(=O)Nc4cccc5ccccc45)cc3CC(=O)N([C@H](C)CO)C[C@@H]2C)cc1
  NSD2 block = 2.0

C[C@H](O)C#Cc1cnc2c(c1)C(=O)N([C@@H](C)CO)C[C@H](C)[C@H](CN(C)C(=O)Nc1ccc(C(F)(F)F)cc1)O2
  NSD2 block = -9.3

C/C=C/c1cnc2c(c1)C(=O)N([C@H](C)CO)C[C@@H](C)[C@@H](CN(C)C(=O)c1ccc3c(c1)OCO3)O2
  NSD2 block = 2.4

CCC(=O)OC1(C(=O)CCl)[C@@H](C)C[C@H]2[C@@H]3CCC4=CC(=O)C=C[C@]4(C)[C@@]3(F)[C@@H](O)C[C@@]21C (stereo not given in full)
  NSD2 block = -1.1

C[C@@H]1CN([C@@H](C)CO)C(=O)Cc2cc(NC(=O)Nc3ccc4c(c3)OCO4)ccc2O[C@@H]1CN(C)S(=O)(=O)c1ccc(Cl)cc1
  NSD2 block = -1.3

C[C@@H]1CN([C@@H](C)CO)C(=O)CCCn2nncc2CO[C@@H]1CN(C)C(=O)c1ccncc1
  NSD2 block = 3.7

C/C=C/c1ccc2c(c1)O[C@@H](CN(C)C(=O)c1ccccn1)[C@H](C)CN([C@@H](C)CO)S2(=O)=O
  NSD2 block = -5.8

C[C@H](CO)N1C[C@H](C)[C@@H](CN(C)S(=O)(=O)c2cccs2)OCCCC[C@H](C)Oc2ccc(NS(=O)(=O)c3ccc(F)cc3)cc2C1=O
  NSD2 block = -1.6

C[C@H](CO)N1C[C@H](C)[C@H](CN(C)S(=O)(=O)c2ccc(Cl)cc2)Oc2ccc(NC(=O)Nc3ccccc3)cc2C1=O
  NSD2 block = -1.6

C[C@@H]1CN([C@H](C)CO)S(=O)(=O)c2ccc(Br)cc2O[C@@H]1CN(C)Cc1ccccn1
  NSD2 block = -0.4

CC(C)NC(=O)Nc1cccc2c1O[C@@H](CN(C)Cc1ccc(C(F)(F)F)cc1)[C@@H](C)CN([C@@H](C)CO)C2=O
  NSD2 block = 1.2

C[C@@H]1CN([C@H](C)CO)C(=O)c2cc(C#CC3CC3)cnc2O[C@H]1CN(C)C(=O)CC1CC1
  NSD2 block = -3.4

C[C@H](CO)N1C[C@H](C)[C@@H](CN(C)Cc2ccccn2)Oc2ncc(C#CCc3ccccc3)cc2C1=O
  NSD2 block = -0.5

C[C@@H]1CN([C@@H](C)CO)C(=O)Cc2cc(NS(=O)(=O)c3ccc(Cl)cc3)ccc2O[C@H]1CN(C)Cc1ccc(C(=O)Nc2ccccc2N)cc1
  NSD2 block = -1.1

COC1=CC(=O)O/C1=C(/OC)[C@@H]1O[C@H]1c1ccccc1
  NSD2 block = -2.8

C[C@H]1CN([C@@H](C)CO)C(=O)c2cc(NC(=O)Nc3ccc4c(c3)OCO4)ccc2O[C@@H]1CN(C)Cc1ccccc1
  NSD2 block = 1.5

CC(C)NC(=O)Nc1ccc2c(c1)C(=O)N([C@H](C)CO)C[C@H](C)[C@@H](CN(C)Cc1ccccc1)OCCCC[C@@H](C)O2
  NSD2 block = 4.4

C[C@H]1CN([C@@H](C)CO)C(=O)c2cc(NC(=O)Nc3ccc(F)cc3)ccc2O[C@@H]1CN(C)CC1CCCCC1
  NSD2 block = -0.6

CO[C@H](CN(C)C(=O)C1CCOCC1)[C@H](C)CN(C(=O)Nc1ccc(C(F)(F)F)cc1)[C@H](C)CO
  NSD2 block = 2.7

Continued; it opens with the 4 that closed the last part.
C[C@H]1CN([C@@H](C)CO)C(=O)c2cc(NC(=O)Nc3ccc4c(c3)OCO4)ccc2O[C@@H]1CN(C)Cc1ccccc1
  NSD2 block = 1.5

CC(C)NC(=O)Nc1ccc2c(c1)C(=O)N([C@H](C)CO)C[C@H](C)[C@@H](CN(C)Cc1ccccc1)OCCCC[C@@H](C)O2
  NSD2 block = 4.4

C[C@H]1CN([C@@H](C)CO)C(=O)c2cc(NC(=O)Nc3ccc(F)cc3)ccc2O[C@@H]1CN(C)CC1CCCCC1
  NSD2 block = -0.6

CO[C@H](CN(C)C(=O)C1CCOCC1)[C@H](C)CN(C(=O)Nc1ccc(C(F)(F)F)cc1)[C@H](C)CO
  NSD2 block = 2.7

C[C@@H]1CCCCO[C@@H](CN(C)S(=O)(=O)c2ccc(Cl)cc2)[C@@H](C)CN([C@@H](C)CO)C(=O)c2cc(NC(=O)c3ccncc3)ccc2O1
  NSD2 block = -1.7

CN(C)CCCOc1ccc(/C=N/NC(=O)CCCCCCC(=O)Nc2ccccc2O)cc1
  NSD2 block = 0.5

Cc1noc(C)c1S(=O)(=O)Nc1cccc2c1O[C@H](CN(C)S(=O)(=O)c1c(C)noc1C)[C@H](C)CN([C@@H](C)CO)C2=O
  NSD2 block = -0.9

C/C=C/c1cnc2c(c1)C(=O)N([C@@H](C)CO)C[C@H](C)[C@@H](CN(C)CC1CCCC1)O2
  NSD2 block = -13.1

C[C@@H]1CN([C@H](C)CO)C(=O)Cc2cc(NS(=O)(=O)c3ccc(F)cc3)ccc2O[C@H]1CN(C)S(=O)(=O)c1ccc(Cl)cc1
  NSD2 block = -5.8

C[C@H]1CN([C@@H](C)CO)C(=O)Cc2cc(NC(=O)CCN3CCOCC3)ccc2O[C@H]1CN(C)Cc1ccc(C(F)(F)F)cc1
  NSD2 block = -9.2

C[C@H]1CN([C@@H](C)CO)C(=O)Cc2cc(NC(=O)C3CCCCC3)ccc2O[C@@H]1CN(C)Cc1ccncc1
  NSD2 block = 14.0

C[C@H](CO)N1C[C@H](C)[C@H](CN(C)C(=O)Nc2ccc3c(c2)OCO3)Oc2ncc(/C=C/c3ccccc3)cc2C1=O
  NSD2 block = -7.3

COc1cc2c(cc1OC)CN(C(=O)[C@H]1[C@@H]3C(=O)O[C@@H](c4ccccc4)[C@@H](c4ccccc4)N3[C@@H](c3ccccc3OCCO)[C@]13C(=O)Nc1ccc(C#CCCO)cc13)CC2
  NSD2 block = 0.1

COc1ccc(NC(=O)N(C)C[C@@H]2Oc3ncc(-c4ccc(C#N)cc4)cc3C(=O)N([C@H](C)CO)C[C@@H]2C)cc1
  NSD2 block = 2.8

C[C@@H]1CN([C@@H](C)CO)C(=O)Cc2cc(NC(=O)Nc3cccc4ccccc34)ccc2O[C@H]1CN(C)S(=O)(=O)c1ccc(F)cc1
  NSD2 block = 2.0

C[C@@H]1CN([C@@H](C)CO)S(=O)(=O)c2ccc(C#CC(C)(C)O)cc2O[C@@H]1CN(C)C(=O)C1CCCCC1
  NSD2 block = 0.2

Cc1ccc(S(=O)(=O)Nc2ccc3c(c2)CC(=O)N([C@H](C)CO)C[C@@H](C)[C@H](CN(C)C(=O)NC(C)C)O3)cc1
  NSD2 block = 3.3

COCC#Cc1ccc2c(c1)O[C@@H](CN(C)S(=O)(=O)c1cccc(OC)c1)[C@H](C)CN([C@@H](C)CO)S2(=O)=O
  NSD2 block = -2.2

O=C(CCCCCCC(=O)N/N=C/c1ccc(O)c(O)c1)NO
  NSD2 block = 6.2

C[C@H]1CN([C@@H](C)CO)C(=O)c2cc(-c3ccc(F)cc3)cnc2O[C@@H]1CN(C)Cc1ccc(F)cc1
  NSD2 block = -5.0

C[C@H](CO)N1C[C@H](C)[C@H](CN(C)C(=O)C2CCOCC2)Oc2ncc(-c3cccc(C#N)c3)cc2C1=O
  NSD2 block = 3.2

O=C(CCCCCCC(=O)Nc1ccccc1O)N/N=C/c1ccc[nH]1
  NSD2 block = -3.6

C[C@@H]1CN([C@H](C)CO)C(=O)c2cccc(NC(=O)c3ccc(-c4nccs4)cc3)c2O[C@@H]1CN(C)CC1CCCCC1
  NSD2 block = 0.9

Cc1ccc(S(=O)(=O)N(C)C[C@@H]2Oc3ccc(NC(=O)CCCCCC(=O)Nc4ccccc4N)cc3C(=O)N([C@@H](C)CO)C[C@@H]2C)cc1
  NSD2 block = -2.9

C[C@H](CO)N1C[C@H](C)[C@@H](CN(C)Cc2ccc3c(c2)OCO3)Oc2ccc(NS(=O)(=O)c3cn(C)cn3)cc2CC1=O
  NSD2 block = 4.9

CC1(C)CC(=O)C(C=NCCN2CCN(C(=O)Nc3ccc(Cl)c(Cl)c3)CC2)=C(O)C1
  NSD2 block = 0.4

C[C@H](CO)N1C[C@H](C)[C@@H](CN(C)C(=O)Cc2ccccc2)Oc2ncc(-c3ccc(F)cc3)cc2C1=O
  NSD2 block = 1.5

C[C@@H]1CN([C@@H](C)CO)C(=O)CCCn2cc(nn2)CO[C@H]1CN(C)S(C)(=O)=O
  NSD2 block = 3.0

C[C@H]1CN([C@@H](C)CO)C(=O)c2cccc(NC(=O)c3nc4ccccc4s3)c2O[C@H]1CN(C)Cc1ccc(Oc2ccccc2)cc1
  NSD2 block = -1.4

CNC[C@@H]1Oc2ccc(NS(=O)(=O)c3c(C)noc3C)cc2CC(=O)N([C@@H](C)CO)C[C@@H]1C
  NSD2 block = -3.6

CN(C)C(=O)C[C@@H]1CC[C@H](NC(=O)Nc2cccc(F)c2)[C@@H](CO)O1
  NSD2 block = 4.5

CC(C)NC(=O)Nc1ccc2c(c1)C(=O)N([C@H](C)CO)C[C@@H](C)[C@H](CN(C)S(=O)(=O)c1ccccc1)OCCCC[C@@H](C)O2
  NSD2 block = -4.1

COc1ccc(CN(C)C[C@H]2Oc3c(NC(=O)C4CCOCC4)cccc3C(=O)N([C@H](C)CO)C[C@@H]2C)cc1
  NSD2 block = -1.0

CC(C)(C)S(=O)(=O)Cc1nc(-c2cccc(F)c2)cs1
  NSD2 block = 3.8

C/C=C/c1cnc2c(c1)C(=O)N([C@@H](C)CO)C[C@H](C)[C@@H](CN(C)CC1CCOCC1)O2
  NSD2 block = 4.8

C[C@@H]1CN([C@@H](C)CO)C(=O)Cc2cc(NC(=O)C3CC3)ccc2O[C@@H]1CN(C)Cc1ccc(Oc2ccccc2)cc1
  NSD2 block = -1.3

C[C@@H]1CN([C@@H](C)CO)C(=O)c2cc(NC(=O)c3ccncc3)ccc2O[C@@H](C)CCCCO[C@H]1CN(C)C
  NSD2 block = -3.2

C[C@H]1CN([C@@H](C)CO)S(=O)(=O)c2ccc(C#CC(C)(C)O)cc2O[C@@H]1CN(C)C(=O)CC1CC1
  NSD2 block = 1.6

Source: PubChem
